Screening data: PubChem BioAssay, Sanford-Burnham Center for Chemical Genomics
mIAP activ: activators of mouse IAP, primary screen, biochemical, luminescence, uHTS; muIAP, CDP-Star luminescence, 30 min; stronger effect = higher value; 1 = vehicle-only enzyme signal, 0 = enzyme-free wells; activation factor at 10 µM; intestinal alkaline phosphatase [Mus musculus]; 330,000 tested, 0.24% active;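 active means activation factor of at least 2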; further: the source names both 10 and 20 µM as test concentration; values of inactives mirror those of a sister screen read the other way
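System: Mouse IAP enzyme | Also added: CDP-Star substrate | Dosing: Compounds dispensed in DMSO | Schedule: 30 min enzyme-substrate-compound incubation at room temperature | Technique: Chemiluminescence readout | Control set: DMSO-only wells and no-enzyme negative control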
beta cell repl: inducers of MIN6 beta-cell proliferation, primary screen, ATP luminescence, uHTS; proliferation, % at 10 µM; MIN6 cells proliferation, ATPlite luminescence, 48 h; cells starved in 0.2% serum; 100% = growth in 10% serum; 330,000 tested, 0.29% active;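 active means compounds whose signal lies at least 3.5 SD above the mean of all wells on their plate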;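 further: 0% = DMSO-treated cells in low-serum medium and 100% = 10% serum control; some compounds called inactive have numbers as strong as hits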
APOBEC3A inh: APOBEC3A ssDNA deaminase inhibitors, primary screen, selectivity assay for APOBEC3G inhibitor project, biochemical, FAM/TAMRA oligo cleavage fluorescence. DNA dC->dU-editing enzyme APOBEC-3A (Homo sapiens), P31941. recombinant A3A, FAM/TAMRA ssDNA deamination fluorescence. AID 493011, 2011. inhibition, % at 20 µM. 330,000 tested, 0.41% active;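 active means at least 40% inhibition at 20 µM here, with at most 30% in a related deaminase screen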;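 further: plate controls were A3A with DMSO for no effect and wells lacking A3A enzyme for full effect; some results filed as inactive read as strong as hits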
hIAP inh: human IAP inhibitors, primary screen, biochemical, luminescence, uHTS | Intestinal-type alkaline phosphatase (Homo sapiens), P09923 | purified IAP, CDP-Star luminescence, 30 min | inhibition, % at 10 µM | 330,000 tested, 0.12% active | AID 2544, 2010;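 active means inhibition reaching a set limit with compound at 10 µM in the primary screen, cut at about 35% in these data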;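 further: plate controls were DMSO wells with enzyme for no effect and no-enzyme buffer wells for full effect; values of inactives mirror those of a sister screen read the other way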
Target sequence (P09923 whole entry, looked up): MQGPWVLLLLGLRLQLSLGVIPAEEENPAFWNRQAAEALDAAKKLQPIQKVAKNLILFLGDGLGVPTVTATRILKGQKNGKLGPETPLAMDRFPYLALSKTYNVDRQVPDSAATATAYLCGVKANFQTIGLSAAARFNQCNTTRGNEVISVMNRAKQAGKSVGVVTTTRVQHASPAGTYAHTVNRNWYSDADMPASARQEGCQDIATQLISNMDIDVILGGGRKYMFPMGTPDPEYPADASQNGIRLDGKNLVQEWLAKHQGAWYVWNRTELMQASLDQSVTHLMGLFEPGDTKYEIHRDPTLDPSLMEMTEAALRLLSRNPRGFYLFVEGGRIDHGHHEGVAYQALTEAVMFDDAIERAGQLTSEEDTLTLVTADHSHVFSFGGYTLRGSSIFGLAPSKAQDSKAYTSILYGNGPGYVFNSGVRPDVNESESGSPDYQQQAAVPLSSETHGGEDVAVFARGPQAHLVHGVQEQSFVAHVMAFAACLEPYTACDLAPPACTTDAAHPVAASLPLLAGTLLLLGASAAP
A3G deaminase: APOBEC3G DNA deaminase inhibitors, primary screen, biochemical, fluorescence, single-stranded DNA substrate, uHTS | 330,000 tested, 0.28% active | DNA dC->dU-editing enzyme APOBEC-3G (Homo sapiens), Q9HC16 | recombinant A3G, ssDNA deamination FAM/TAMRA fluorescence | AID 493012, 2011 | inhibition, % at 20 µM;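 active means inhibition of at least 40% at 20 µM, with no more than 30% in the related APOBEC3A deaminase screen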;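 further: plate controls were DMSO wells with A3G for no effect and wells lacking A3G enzyme for full effect; some compounds called inactive have numbers as strong as hits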
Target sequence (Q9HC16 whole entry, looked up): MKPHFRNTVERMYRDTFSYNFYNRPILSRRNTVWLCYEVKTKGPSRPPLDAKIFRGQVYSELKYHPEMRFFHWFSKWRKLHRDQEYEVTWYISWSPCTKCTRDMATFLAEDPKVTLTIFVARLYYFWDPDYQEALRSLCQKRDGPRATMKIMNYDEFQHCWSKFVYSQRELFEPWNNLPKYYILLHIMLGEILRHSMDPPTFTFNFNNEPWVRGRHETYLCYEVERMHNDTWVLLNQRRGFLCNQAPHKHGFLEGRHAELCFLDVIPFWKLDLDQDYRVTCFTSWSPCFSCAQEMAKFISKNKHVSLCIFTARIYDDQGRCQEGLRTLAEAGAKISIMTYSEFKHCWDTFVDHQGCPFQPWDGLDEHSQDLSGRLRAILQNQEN
NALP3 yeast inh: NALP3 inflammasome inhibitors in reconstituted yeast, primary screen, luminescence, uHTS. Yeast reconstituted NLRP3/ASC/caspase-1, beta-gal luminescence, 24 h. inhibition, % at 10 µM. 330,000 tested, 0.39% active;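 active means inhibition of 50% or more; inactive means inhibition below 50%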;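 further: plate controls were induced DMSO wells for no effect and uninduced yeast grown without galactose for full effect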
SENP1 inh: human SENP1 catalytic domain inhibitors, primary screen, biochemical, FRET, uHTS; Sentrin-specific protease 1 (Homo sapiens), Q9P0U3; recombinant SENP1 catalytic domain, CyPet-SUMO1-YPet FRET cleavage; inhibition, % at 10 µM; 360,000 tested, 0.21% active;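 active means inhibition at least 30% at 10 µM, raw YFP signal under a set limit, fluorescence ratio 0.5 to 1.5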;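 further: 0% = enzyme with DMSO and 100% = no enzyme wells; some results filed as inactive read as strong as hits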
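System: Recombinant human SENP1 catalytic domain, His6-tagged | Incubation: Enzyme reaction for 50 min at room temperature, dark | Medium: Tris pH 8 with BME, BSA, NP40 and catalase | Also added: 25 nM SUMO1 FRET substrate | Compound: 10 µM single point, 0.5% DMSO | Measured by: FRET fluorescence in CFP and YFP emission channels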
hIAP activ: human IAP activators, primary screen, biochemical, luminescence, uHTS; 330,000 tested, 0.16% active; purified human IAP, CDP-Star luminescence, 30 min; stronger effect = higher value; 1 = vehicle-only enzyme, 0 = enzyme-free background; activation factor at 10 µM;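 active means activation factor of the enzyme at least 2-fold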; further: the source names both 10 and 20 µM as test concentration; values of inactives mirror those of a sister screen read the other way
mIAP block: inhibitors of mouse IAP, primary screen, biochemical, luminescence, uHTS; intestinal alkaline phosphatase [Mus musculus]; purified mouse IAP, CDP-Star luminescence, 30 min; inhibition, % at 10 µM; 330,000 tested, 0.2% active;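 active means inhibition of at least 40% at 10 µM in the primary screen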;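 further: plate controls were DMSO with enzyme for no effect and no enzyme wells for full effect; values of inactives mirror those of a sister screen read the other way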
An asterisk follows results filed as active.

compound	beta cell repl	hIAP activ	A3G deaminase	NALP3 yeast inh	APOBEC3A inh	mIAP block	SENP1 inh	hIAP inh	mIAP activ
COc1ccc(CCNC(=O)c2ccc(CSc3ccccc3)o2)cc1	-3	1.1	-13	3	3	-8	-2	-10	1.1
CCC(C)(C)C1CCc2nc3ccccc3c(C(=O)OC(C)C(=O)Nc3c(C)n(C)n(-c4ccccc4)c3=O)c2C1 (stereo not given)	-7	0.93	-8	0	-2	1	0	7	0.99
COc1ccc(C(=O)c2cn(-c3cccc(Br)c3)nc2C(C)=O)cc1	-3	0.97	-4	12	-3	-8	0	2	1.1
CC(=O)N1C(Nc2ccc(Cl)cc2)CCN1c1ccccc1 (stereo not given)	2	1.1	0	7	2	-8	-2	-7	1.1
COc1ccc(N2CCN(CC(O)COc3ccc(C)cc3C)CC2)cc1 (stereo not given)	0	1.1	-7	34	-7	-1	2	-7	1
CNC(=O)c1ccc(NC(=O)CCc2c(C)noc2C)cc1	4	1.2	-1	-7	1	9	-3	-15	0.91
CCc1ccc(N2CC(C(=O)Nc3cccnc3)CC2=O)cc1 (stereo not given)	-3	0.82	2	15	5	-2	1	18	1
Cc1ccc(/C=C2\SC(=S)N(c3cccnc3)C2=O)o1	-1	0.96	5	13	18	37	-26	4	0.63
COc1ccc(NC(=O)CSc2ncnc3c2cnn3CCc2ccccc2)cc1	-2	0.84	-5	9	1	7	-8	16	0.93
O=S(=O)(NCCc1cn2ccccc2n1)c1ccc2c(c1)OCCO2	-1	1	-9	5	-8	5	-1	-2	0.95
COc1ccc(S(=O)(=O)N/N=c2\oc3c(OC)cccc3cc2S(=O)(=O)c2ccc(C)cc2)cc1OC	-1	0.97	-11	23	0	8	5	3	0.92
O=C(Cc1ccc(Br)cc1)N1CCN(c2ccccc2)CC1	-1	1.1	-5	24	-4	4	0	-12	0.96
COC(=O)/C=C1\SC(=NC(=O)c2ccc(OC)cc2)NC1=O	-1	0.98	-2	23	-8	8	1	2	0.92
O=C1S/C(=C/c2ccc(N3CCOCC3)o2)C(=O)N1Cc1c(F)cccc1Cl	-4	1	-3	33	13	14	-27	-2	0.86
O=C(Nc1cc(S(=O)(=O)Nc2ccccc2Cl)ccc1O)c1sc2cc(Cl)ccc2c1Cl	-6	0.92	4	8	-2	15	6	8	0.85
CC(CC(=O)N1CCc2ccccc21)c1ccccc1 (stereo not given)	-3	0.98	-8	25	-2	5	2	2	0.95
O=C(c1cccs1)N(Cc1cc2ccccc2[nH]c1=O)CC1CCCO1 (stereo not given)	0	1.1	5	-12	-1	0	1	-9	1
CCOc1ccccc1C1C2CCCCC2(O)CCN1C(=O)c1cccs1 (stereo not given)	0	0.93	5	15	4	-13	4	7	1.1
CCC(=O)Nc1cccc2cccnc12	-2	1.2	-3	-34	-6	-23	-1	-21	1.2
COc1ccc(C2NC(=S)NC3=C2CCc2ccccc23)cc1OC (stereo not given)	0	0.83	0	17	-1	16	2	17	0.84
CCOC(=O)[C@@H]1[C@H]2COc3ccc(Br)cc3[C@@H]2N2C(=O)N(c3ccc(Br)cc3)C(=O)[C@]12C	-4	1.1	-11	3	-2	-10	0	-6	1.1
CCOc1ccc(CNC(=O)C2CCC(=O)N2C2CCCC2)cc1OC (stereo not given)	-1	1.3	2	2	2	-7	-1	-28	1.1
Cc1cc(C)cc(NC(=O)C(=O)NCCCN2CCCC2=O)c1	0	1	1	4	3	0	0	-2	1
Cc1ccc(NC(=O)N(Cc2ccc3c(c2)OCO3)Cc2cc3cc4c(cc3[nH]c2=O)OCCO4)cc1	-3	1.1	-9	20	-4	3	0	-15	0.97
O=C(CCn1nnc2ccccc21)N/N=C\Cc1ccccc1	-1	0.91	5	10	1	4	1	9	0.95
CCC(C)[C@H](NC(=O)NCc1ccc(Cl)cc1)C(=O)O (stereo not given in full)	-4	1.2	-2	-9	0	-3	2	-22	1
CN(Cc1nccs1)C(=O)c1ccc2nc(Cc3ccccc3F)oc2c1	7	0.99	-1	29	-2	-6	-2	1	1.1
O=C(Nc1nc(-c2ccc(-c3ccccc3)cc2)cs1)C1CCCO1 (stereo not given)	-5	1.2	-7	26	-21	5	-2	-20	0.95
COc1ccc(C(=O)Nc2ccccc2C(=O)N/N=C/c2ccco2)cc1	-5	1.3	4	3	1	-4	1	-26	1
C=CCn1c(-c2ccoc2C)n[nH]c1=S	0	0.94	-7	20	-5	-4	1	6	1
COc1cccc(CNC(=O)Cc2nc3nc(C)cc(C)n3n2)c1	2	1	-6	9	-2	-1	2	-2	1
O=[N+]([O-])c1ccc(N2CCN(c3ccc(Cl)nn3)CC2)cc1NC1CC1	0	0.98	0	3	6	16	2	2	0.84
CCCCNC(=O)c1ccc2nc(-c3ccco3)c(-c3ccco3)nc2c1	1	0.88	41	25	59	11	-39	12	0.89
O=C(CSc1ccc([N+](=O)[O-])cn1)Nc1ccccc1N1CCOCC1	4	1.1	-8	12	-4	9	0	-12	0.91
NC(=O)C1CCN(C(=O)CN2C(=O)c3ccccc3S2(=O)=O)CC1	0	1.1	-2	5	4	-2	2	-5	1
COc1ccc(CNC(C)C23CC4CC(CC(C4)C2)C3)c(OC)c1OC (stereo not given)	-1	1.1	-6	14	-6	-2	1	-7	1
S=C(NCCCc1ccccc1)Nc1ccccc1	-5	1.1	-3	14	-2	-18	2	-13	1.2
COCCCNC(=O)COc1ccc(-c2nccc(-c3ccccn3)n2)cc1	-4	1.1	-2	12	1	5	2	-13	0.95
Cc1nc(SCC(=O)NC2CCCCC2)[nH]c(=O)c1C	2	1	-6	1	-3	-16	2	-3	1.2
c1cncc(CNC2CCCc3ccccc32)c1 (stereo not given)	3	1	-6	2	-4	0	2	0	1
Cc1ccc(/C=N/Nc2nc(Cl)c(Cl)cc2Cl)s1	0	0.92	-2	18	5	14	-9	8	0.86
C/C(=N\N1CCN(Cc2ccc(Cl)cc2)CC1)c1ccc(F)cc1	-1	1.2	1	24	-5	-3	4	-18	1
COc1ccc(Cl)cc1-n1c(C)cc(C(=O)O)c1C	1	0.92	-2	-14	-7	-1	2	8	1
COc1cc(C2=CN(Cc3ccccc3)CCC2=O)cc(OC)c1OC	0	0.98	-8	3	-5	-2	2	2	1
CCOC(=O)C1(Cc2ccccc2Cl)CCN(Cc2csc(C(C)=O)c2)CC1	-5	0.84	-10	22	-2	14	-2	16	0.85
CCn1c(SCC(=O)N2CCc3ccccc32)nnc1-c1c[nH]c2ccccc12	-5	1	1	4	-1	-19	3	-4	1.2
CC(=O)N1CCC(=NNS(=O)(=O)c2ccc(C)c([N+](=O)[O-])c2)CC1	-1	1	-7	1	-3	4	1	-2	0.96
O=C(NCc1ccco1)C1CC(=O)N(c2ccc(Cl)cc2)C1 (stereo not given)	1	1.1	-4	10	2	-6	2	-7	1.1
CCN(CC)C(=O)c1[nH]cnc1C(=O)Nc1ccc(Cl)cc1	6	1.1	-11	12	-5	6	3	-12	0.94
OCCN1C2=NCCCN2c2ccccc21	-3	0.84	1	20	-1	4	-1	16	0.95
COc1ccccc1S(=O)(=O)Cc1ccc(C(=O)N2CCOCC2)o1	-4	0.96	-6	8	0	-4	3	4	1
Cc1noc(NC(=O)c2cccc(Cl)c2Cl)c1C#N	1	0.95	-11	18	-2	-2	3	5	1
CC1CC(C)CN(S(=O)(=O)c2cccc3cccnc23)C1 (stereo not given)	3	0.99	-4	12	2	-9	0	1	1.1
COc1ccc(/C=C2/C(=O)ON=C2c2ccccc2)cc1OC	2	0.86	0	18	3	2	-1	14	0.98
O=C(CCc1ccccc1)NNC(=O)c1ccccc1F	0	0.97	-4	27	-1	0	1	3	1
CCc1nc2ccccc2c(=O)n1NC(=O)c1c(O)c2cccc3c2n(c1=O)CCC3	-2	0.99	-5	-12	-4	5	1	1	0.95
C[C@H](NC(=O)c1nc[nH]c1C(=O)NCc1ccc(CNC(=O)OC(C)(C)C)cc1)C(=O)OC(C)(C)C	0	1.3	-4	13	1	4	-1	-35	0.96
N#CC1=C(N)OC2=C(C(=O)CCC2)C1c1ccc2c(c1)OCO2 (stereo not given)	-2	0.92	1	18	2	1	-21	8	0.99
COc1ccc(N2CCN(c3nc4cc(C)ccc4cc3C=O)CC2)cc1	-4	1.1	-13	25	-4	0	0	-6	1
O=S(=O)(c1cc(-c2nnc(-c3ccc(Br)cc3)o2)ccc1Br)N1CCCCCC1	0	1	-3	5	-2	15	2	-3	0.85

(continued)
compound	beta cell repl	hIAP activ	A3G deaminase	NALP3 yeast inh	APOBEC3A inh	mIAP block	SENP1 inh	hIAP inh	mIAP activ
Nc1ccc(-c2nc3cc([N+](=O)[O-])ccc3o2)cc1	-2	0.9	-2	-4	-3	-1	4	10	1
Cn1c(=O)nc2n(Cc3ccccc3)c3ccccc3cc-2c1=O	1	1.1	10	-5	15	5	-29	-14	0.95
Cc1cc(Br)ccc1OCCN1CC(C)OC(C)C1 (stereo not given)	-1	1	-4	6	0	11	2	-3	0.89
O=C(NCC(=O)N(c1ccccc1F)C(C(=O)NC1CCCC1)c1cccnc1)c1ccco1 (stereo not given)	-1	0.8	-9	11	-4	-2	0	20	1
CCc1cccc(C)c1NC(=O)COC(=O)CNS(=O)(=O)/C=C/c1ccccc1	0	1	-7	-19	-5	0	-2	-4	1
CCOc1ccc2oc(-c3ccccc3)c(C(=O)O)c2c1	0	0.94	-5	-20	-2	-1	1	6	1
COc1ccc(-c2cc(C(=O)NCCCn3ccnc3)no2)cc1OC	-1	1.3	-3	5	-5	-1	2	-27	1
O=C(COc1ccc2cc(-c3ccccc3)c(=O)oc2c1)NCC1CCC(C(=O)O)CC1 (stereo not given)	-2	0.94	-7	11	-4	6	-19	6	0.94
NNC(=S)Nc1ccc(S(=O)(=O)N2CCOCC2)cc1	-3	0.99	1	17	5	7	0	1	0.93
Cc1nn(C)c(C)c1S(=O)(=O)N1CCCC(C(=O)N2CCN(c3ccccc3)CC2)C1 (stereo not given)	-3	1.1	-1	-1	0	4	4	-8	0.96

The list is partial; the hit share may differ from the screen's.
